Screens deposited in PubChem BioAssay by several laboratories.
BAP1 block – inhibitors of human BAP1 deubiquitinase. Q92560. activity remaining (% of control), % at 20 µM. 72,000 tested, 0.48% active. recombinant BAP1, Ub-AMC hydrolysis fluorescence kinetic; hits give low values;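 active means activity remaining at or below 50% of control, provided the compound also passes the data quality filters; inactive means the rest, including low values that fail the filters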;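 further: 100% = DMSO wells rate and 0% = substrate alone blank rate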
HePTP inh – human HePTP phosphatase inhibition | P35236 | recombinant HePTP phosphatase activity, OD absorbance | inhibition, % at 20 µM | 110,000 tested, 0.64% active | AID 521; in the data active means inhibition above about 50%;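 further: plate controls were vehicle for no effect and reference inhibitor for full effect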
Target sequence (P35236 whole entry, looked up): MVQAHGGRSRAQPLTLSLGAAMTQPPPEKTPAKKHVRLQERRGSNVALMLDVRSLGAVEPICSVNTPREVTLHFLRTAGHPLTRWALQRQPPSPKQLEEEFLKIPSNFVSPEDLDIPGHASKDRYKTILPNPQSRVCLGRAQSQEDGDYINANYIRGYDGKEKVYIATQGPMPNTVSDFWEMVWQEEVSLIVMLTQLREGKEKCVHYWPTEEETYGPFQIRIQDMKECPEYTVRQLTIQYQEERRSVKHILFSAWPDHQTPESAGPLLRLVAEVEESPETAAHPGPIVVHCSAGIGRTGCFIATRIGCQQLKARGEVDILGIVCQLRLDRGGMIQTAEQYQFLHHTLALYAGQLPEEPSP
* hit, by the source's call; · = not tested or not shown; & = joins results of further samples. Outcome played no part in choosing rows; 0.79% or so of the library scored in one or more.

SMILES	BAP1 block	HePTP inh
CC(C)c1nnc(NC(=O)CN2C(=O)c3ccccc3C2=O)s1	95	12
CCN1C(=O)C(CC(=O)N2CCN(C(c3ccccc3)c3ccccc3)CC2)N(CC)C1=O (stereo not drawn)	65	4
CCOC(=O)c1ccc(NC(=NC)SC2CC(=O)N(c3ccccc3F)C2=O)cc1 (stereo not drawn)	·	-2
CCN(Cc1ccccc1)C(c1cc2cc(C)cc(C)c2[nH]c1=O)c1nnnn1CCOC (stereo not drawn)	66	10
Cc1c(N2C(=O)/C(=C3/C(=O)N(CC(N)=O)c4ccccc43)SC2=S)c(=O)n(-c2ccccc2)n1C	·	10
COc1cc(-c2nnc(COC(=O)C3c4ccccc4Oc4ccccc43)o2)cc(OC)c1OC	·	4
COC(=O)c1ccccc1NC(=O)c1ccc(CN2CCc3ccccc3C2)cc1	·	-3
COc1ccc2nc(NC(=O)Cc3ccc(OC)c(S(=O)(=O)N4CCOCC4)c3)sc2c1	106	3
CN1C(=O)C(O)(CC(=O)c2ccc(F)cc2)c2ccccc21 (stereo not drawn)	·	2
CS(=O)(=O)N(Cc1ccc(C(=O)Nc2ccc3c(c2)OCO3)cc1)c1ccccc1	·	0
O=C(NCCCN1CCOCC1)C(=O)Nc1ccc(F)cc1	·	-5
CCOC(=O)N1CCN(CC(O)COc2c(OC)cccc2OC)CC1 (stereo not drawn)	102	7
COc1ccc(C)cc1S(=O)(=O)NC1CCCCC1C (stereo not drawn)	104	6
COc1ccc(NC(=O)C(=O)N/N=C/c2ccc(OC)c(OC)c2)cc1	·	-6
CC(=O)C12CCCCC1CC1C3CC(C)[C@@]4(O)CC(O)CCC4(C)C3CCC12C (stereo partly drawn)	·	8
Cc1cc2c(cc1C)NC(CC(=O)NCc1ccccc1)C(=O)N2 (stereo not drawn)	73	-2
Cc1nnc(C)n1/N=C/c1cc(Br)ccc1O	87	10
CCn1c(SC)nc2c(c1=O)SC(C)C2 (stereo not drawn)	117	3
COc1cccc2cc(C(=O)N(C)C)c(=O)oc12	120	-5
Cc1ccc(S(=O)(=O)N=Nc2c(O)[nH]c3ccccc23)cc1C	·	3
Cc1cc(C)c(C)c(OCCCCCCN2CCCC2)c1	·	-1
N#CCSc1nc(-c2ccccc2)c(-c2ccccc2)o1	·	9
Cc1cc2c(cc1C)N(C(=O)CSc1nc3ccccc3o1)C(C)(C)c1ssc(=S)c1-2	·	8
O=C(Nc1cc(=O)[nH]c2ncnn12)c1ccccc1Cl	92	-3
CCOCCCNc1nc2ccccc2[nH]1	61	6

Entries of single compounds from above:
`COc1cccc2cc(C(=O)N(C)C)c(=O)oc12` as listed: BAP1 block = 120; HePTP inh = -5
`Cc1ccc(S(=O)(=O)N=Nc2c(O)[nH]c3ccccc23)cc1C` as listed: BAP1 block = ·; HePTP inh = 3
`O=C(Nc1cc(=O)[nH]c2ncnn12)c1ccccc1Cl` as listed: BAP1 block = 92; HePTP inh = -3

New compounds follow.
SMILES	BAP1 block	HePTP inh
CCOc1cc(C2CC(=O)Nc3cc(C)c(C)cc32)ccc1O (stereo not drawn)	92	-5
Cc1ccccc1OCC(=O)Nc1ccc(-c2ccccc2)cc1	·	1
CCN1CCN(Cc2nc3c(c(=O)n(C)c(=O)n3C)n2CCc2ccccc2)CC1	104	8
CC(C)C(=O)Nc1ccc(Oc2ccc(Cl)cc2)cc1	·	8
O=C(NCCCNC(=O)c1ccco1)c1ccco1	99	10
Cc1ccccc1NC(=O)CSc1ccccc1	·	-13
NC(=O)c1c(NC(=O)c2ccccc2Cl)sc2c1CCC2	·	5
COc1cccc(/C=N/N2CCN(Cc3cccc4ccccc34)CC2)c1OC	·	1
COc1cccc(C(=O)CSc2nnc(CNS(C)(=O)=O)n2-c2ccc(C)cc2)c1	108	12
CC(=O)c1ccc(NC(=O)Cc2ccc(F)cc2)cc1	·	3
CCOC(=O)N1CCC(NC(=O)CSc2cc(=O)n(CC)c3ccccc23)CC1	91	-9
O=C(c1ccco1)N1CCN(C(=O)c2cnn3c2NC(c2cccs2)CC3C(F)(F)F)CC1 (stereo not drawn)	105	6
COc1cccc(C2/C(=C(/O)c3ccncc3)C(=O)C(=O)N2CCCN2CCOCC2)c1OC (stereo not drawn)	118	-7
COC(=O)c1sccc1NC(=O)c1c(-c2c(Cl)cccc2Cl)noc1C	·	-11
CCOC(=O)c1c(NC(=O)C2CC=CCC2C(=O)O)sc2c1CCC(C)C2 (stereo not drawn)	·	13
O=C1c2ccccc2C(=O)N1SC1CCCCC1	108	9
NC(=O)c1ccccc1NC(=O)COc1ccc(Cl)cc1Br	·	9
CC(C)N1CCC2(CC1)N=C(c1ccc3c(c1)OCO3)CC(c1cc(Cl)ccc1O)N2 (stereo not drawn)	110	13
CCOC(=O)c1c(NC(=S)NC(C)=O)sc2c1CCC2	·	-6
COc1ccccc1C(c1nnnn1CCc1ccccc1)N1CCN(c2ccccc2)CC1 (stereo not drawn)	50*	10
O=C(Cn1c(NCCCO)nc2ccccc21)c1cccc(Br)c1	104	9
CC(=O)CC(=O)Nc1ccccc1NC(C)=O	91	0
NS(=O)(=O)c1ccc(CCNc2cc(=O)n(Cc3ccc(F)cc3)c(=O)[nH]2)cc1	90	5
Cc1nn2c3ccccc3nc2n(C)c1=O	·	8
Cn1c2ccc(CC(=O)O)cc2c2cc(CC(=O)O)ccc21	94	2

Five structures from above, sorted by number of heavy atoms, low to high.
SMILES	BAP1 block	HePTP inh
O=C(NCCCNC(=O)c1ccco1)c1ccco1	99	10
NC(=O)c1c(NC(=O)c2ccccc2Cl)sc2c1CCC2	·	5
CCOC(=O)N1CCN(CC(O)COc2c(OC)cccc2OC)CC1 (stereo not drawn)	102	7
CCN1CCN(Cc2nc3c(c(=O)n(C)c(=O)n3C)n2CCc2ccccc2)CC1	104	8
O=C(c1ccco1)N1CCN(C(=O)c2cnn3c2NC(c2cccs2)CC3C(F)(F)F)CC1 (stereo not drawn)	105	6

Back to the main list, starting three compounds before the break.
SMILES	BAP1 block	HePTP inh
NS(=O)(=O)c1ccc(CCNc2cc(=O)n(Cc3ccc(F)cc3)c(=O)[nH]2)cc1	90	5
Cc1nn2c3ccccc3nc2n(C)c1=O	·	8
Cn1c2ccc(CC(=O)O)cc2c2cc(CC(=O)O)ccc21	94	2
Cc1ccccc1OCCN1C(=O)c2ccccc2C1=O	102	5
CCOC(=O)c1cnc(-n2nc(C)cc2C)nc1Nc1ccc2c(c1)OCO2	61	-6
Fc1ccc(-c2cc(C(F)(F)F)nc(NCC3CCCO3)n2)cc1 (stereo not drawn)	62	1
COc1ccc(S(=O)(=O)N2CCN(C3CC4CCC3C4)CC2)cc1 (stereo not drawn)	·	3
O=C(c1nc2ncccn2n1)N1CCN(c2ccccc2)CC1	81	5
Nc1ccc2oc(-c3cc(Br)ccc3Cl)nc2c1	71	5
CC(=O)Nc1ccc(Oc2ccc3nc(C)[nH]c3c2)cc1	90	8
CC1CCCCC1NC(=O)Cn1nc(-c2ccccc2)ccc1=O (stereo not drawn)	112	5
Cc1cc(C)cc(N2C(=O)NC(=O)/C(=C\c3cccc(F)c3)C2=O)c1	·	-12
Cc1ccccc1NC(=O)C(=O)NCc1ccccc1	·	-8
O=C(NNc1nc(-c2ccccc2)c2cc(Br)ccc2n1)c1ccccc1Cl	·	2
COc1ccc(-c2nnc(NC(=O)C(C)C)s2)c(OC)c1	84	0
COCCCNC(=O)/C(=C/c1ccc(-c2ccc(Br)cc2)o1)NC(=O)c1ccccc1	·	3
COc1ccc(-c2nnc(SCC(=O)Nc3cc(C)on3)n2C)cc1OC	100	2
Cn1c(-c2ccc(C(=O)c3ccccc3)s2)nc2ccccc21	119	4
Cn1c(=O)c(N)c2c3c(c(Br)ccc31)C(=O)c1ccccc1-2	·	0
CN(C)C(=O)CSc1nnc([C@H](Cc2c[nH]c3ccccc23)NC(=O)OC(C)(C)C)o1	81	2
COc1ccc(C)cc1NC(=O)c1nnn(Cc2cc(C)ccc2C)c1N	82	-6
O=C1NC(=S)NC(=O)C1=Cc1ccc(O)c(Cl)c1	·	-14
CCCN(CCC)C(=O)Cc1ccc(Cl)cc1	·	9
Cc1cccc(C)c1NC(=O)c1ccc(CN2CCc3ccccc3C2)cc1	·	-3
Cc1ccnc(NS(=O)(=O)c2ccc(N=CC3=C(O)CC(C)(C)CC3=O)cc2)n1	101	0
O=C(/C=C/c1ccccc1)NC(CCC(=O)OCc1ccccc1)C(=O)OCc1ccccc1 (stereo not drawn)	·	5
O=C1CC(c2ccc(S(=O)(=O)NC3CC3)cc2)CN1 (stereo not drawn)	102	0
CCCCC(=O)NC1(C(F)(F)F)C(=O)Nc2c1c(=O)n(C)c(=O)n2C (stereo not drawn)	102	12
New compounds follow
SMILES	BAP1 block	HePTP inh
COc1ccccc1C/C(N)=N/OC(=O)COc1ccc(Br)cc1	·	5
Cn1c2ccc(Br)cc2c2n[nH]c(=S)nc21	·	2
Fc1ccc(CSc2ncnc3c2oc2ccccc23)cc1	80	6
Cc1cccc(NC(=O)c2ccc([N+](=O)[O-])o2)c1	54	·
CCCCNC(=O)N(C)c1nncnc1C(=O)NC	70	2
CCN(CC)c1ccc(C(=O)NCc2ccccc2OC)cc1	·	-12
Cc1nnc2n(-c3ccccc3)c(=O)c3c4c(sc3n12)CCCC4	77	-3
CCCCOc1ccccc1C1C(C(N)=O)=C(C)Nc2nnnn21 (stereo not drawn)	·	4
CC(=O)Nc1ccccc1NC(=O)c1cccc(Cl)c1	·	2
CCc1ccc(CNCc2cccnc2)cc1	103	-1
O=C(COC(=O)Cc1ccc(S(=O)(=O)N2CCCCC2)s1)Nc1ccc2c(c1)OCO2	·	11
CCOc1ccccc1N(C(=O)Cn1nnnc1-c1ccc(C)o1)C(CC)C(=O)NC(C)(C)C (stereo not drawn)	110	11
CC(C)CCNC(=O)CN(C(=O)CCC(=O)Nc1ccccn1)c1ccc2c(c1)OCO2	110	-2
Cc1ccc(NC(=O)Cn2nnc(C(=O)NCc3cccs3)c2N)cc1	114	3
COc1cccc(CN2CCN(Cc3ccccn3)CC2)c1OC	·	-5
Cc1ccc(N(CC(=O)O)S(=O)(=O)c2ccccc2)cc1Cl	·	9
COc1ccccc1NC(=O)c1cccnc1	·	-2
Cc1cccc(NC(=O)C(=O)N/N=C/c2c(Cl)cccc2Cl)c1C	·	3
Cc1nn(C(C)C(=O)N2CCc3ccccc3C2)c(=O)c2cc3occc3n12 (stereo not drawn)	86	2
NC(=O)c1cccc(S(=O)(=O)N2CCCCC2)c1	102	-3
CC(C)N(CCc1ccncc1)C(=O)Nc1ccc(Cl)c(Cl)c1	95	3
CCc1ccc(N2C(=O)NC(=O)/C(=C\c3ccc(N4CCOCC4)o3)C2=O)cc1	·	7
COCC(C)NC(=O)CCS(=O)(=O)c1nc(-c2ccc(OC)cc2)cc(C(F)(F)F)n1 (stereo not drawn)	141	15
Cc1cc(=O)oc2c(C)c(O)c([N+](=O)[O-])cc12	·	6
Cc1cc2c(N=O)c(NO)ccc2[nH]1	101	4

In another format: five of the compounds above
| molecule | BAP1 block | HePTP inh |
| --- | --- | --- |
| CCn1c(SC)nc2c(c1=O)SC(C)C2 (stereo not drawn) | 117 | 3 |
| COc1cccc2cc(C(=O)N(C)C)c(=O)oc12 | 120 | -5 |
| Cc1ccc(S(=O)(=O)N=Nc2c(O)[nH]c3ccccc23)cc1C | · | 3 |
| Cc1cc(C)c(C)c(OCCCCCCN2CCCC2)c1 | · | -1 |
| N#CCSc1nc(-c2ccccc2)c(-c2ccccc2)o1 | · | 9 |

Remaining list, next part:
SMILES	BAP1 block	HePTP inh
Cc1ccccc1C(=O)Nc1ccc(Br)c(C)n1	105	9
COc1cc(/C=C2\C(=O)NC(=O)N(c3ccc(Cl)cc3)C2=O)cc(Cl)c1OC	·	-1
O=C(NCc1ccc2c(c1)OCO2)c1cccc(S(=O)(=O)N2CCCCC2)c1	76	-3
CN(C(=O)c1ccc2c(c1)OCO2)C1(C(=O)NC2CCCCC2)CCCCC1	·	5
COc1cc(C(=O)N2CCN(c3cccc(C)c3C)CC2)cc(OC)c1OC	94	6
CCOC(=O)CCNC(=O)Nc1ccc2nc(C)n(Cc3ccc(Cl)cc3)c(=O)c2c1	109	7
COc1ccc(Cc2nc(-c3ccc(Cl)cc3)no2)cc1	·	1
COc1cc(C(=O)O)cc(Br)c1OC1CCCC1	134	7
CCOC(=O)c1ccccc1NC(=O)c1cncc(Br)c1	133	15&6
COc1ccc(N2CC(O)=C(c3nc4ccccc4s3)C2=N)c(OC)c1	85	3
CN1C(=O)/C(=C\c2ccc([N+](=O)[O-])o2)SC1=S	·	44
COc1cc(C(=O)N/C(=C/c2ccc(Br)cc2)C(=O)NC(Cc2ccccc2)C(=O)O)cc(OC)c1OC (stereo not drawn)	·	-9
Cc1ccc2cc3cc(C(=O)NCc4ccco4)oc3nc2c1	·	6
CCOc1ccccc1C1CC(c2ccc(F)cc2)Nc2nc(N)nn21 (stereo not drawn)	92	1
O=C(Nc1ccc(N2CCOCC2)cc1)c1ccc(Br)o1	·	-4
Cn1c(=O)cc(SCC(=O)NCCCN2CCOCC2)c2ccccc21	91	-10
CN(C(=O)COC(=O)c1ccc2c(c1)OCO2)C1CCS(=O)(=O)C1 (stereo not drawn)	149	9
CC(=O)C1=C(C)NC(SCSc2ccccc2)=C(C#N)C1c1cccnc1 (stereo not drawn)	87	4
CCn1c(-c2ccccc2C)n[nH]c1=S	·	1
Cc1cc(=O)n2[nH]c(-c3ccc(F)cc3)nc2n1	109	2
